# Compound activity deposited in PubChem BioAssay by National Center for Advancing Translational Sciences (NCATS).
# ATXN2 expr inh: inhibitors of ATXN2 expression; HEK-293 ATXN2-luciferase reporter, luminescence, 24 h; Potency, µM (titrated, usually from 57 µM), for the others: at the top dose activity change, negative = inhibition, hits mostly inhibitors; hit rate 0.72% among 360,000; AID 1745845; note: potency is the fitted concentration of half-maximal effect; % is set by controls: 0 for no effect and ±100 for the full control effect; nearly all actives have a fitted effect of over 55% in size
#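 qHTS (up to 57 uM final) was run with 24 h compound exposure of reporter cells at 37 °C. Each well was multiplexed: SteadyGlo luminescence measured ATXN2-luciferase expression after a fluorogenic Gly-Phe-AFC viability readout (25 uM final).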
# HT1080 IDH1KD tx: toxicity to HT-1080 IDH1 knockdown cells (counter line). HT-1080 IDH1 knockdown viability, ATP luminescence, 48 h. Potency, µM (highest dose often 46.1 µM), for the others: top-dose activity, negative = toxicity, most hits filed as cytotoxic. hit rate 2% among 360,000;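 note: potency is the fitted concentration of half-maximal effect; 0% = DMSO wells and -100% = cell-free medium wells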
#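 Assay cells: HT-1080 with IDH1 knockdown, 750 per well, RPMI/5% FBS. Exposure: 48 h at 37 °C following 2 h pre-incubation. Read: CellTiter-Glo luminescence; fitted concentration-response, curve class assigned.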
# KB-3-1 tox: KB-3-1 parental cell cytotoxicity. Potency, µM (doses to about 46.1 µM), inactives show at the highest dose activity change, negative = cytotoxic, hits mostly cytotoxic. KB-3-1 viability, CellTiter-Glo ATP luminescence, 72 h. hit rate 1.4% among 400,000; note: potency is the fitted concentration of half-maximal effect; % is set by controls: 0 for no effect and ±100 for the full control effect; nearly all actives have a fitted effect of over 60% in size
#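 Viability of parental KB-3-1 cells, measured by CellTiter-Glo luminescence, followed a 72 h incubation at 37 °C with pinned compounds in phenol-red-free DMEM containing 10% FBS.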
# S2 tox: reduces viability in counter-screen for ATXN expression inhibitors; S2 cells (HEK-293 line with an ATXN2-luciferase reporter) viability, CellTiter-Fluor protease fluorescence, 24 h; Potency, µM (series often up to 56.7 µM), actives largely listed as cytotoxic; hit rate 0.49% among 400,000; note: potency is the fitted concentration of half-maximal effect; nearly all actives have a fitted effect of over 40% in size
# KB-V1 MDR tox: kills drug-selected multidrug resistant KB-V1 cells; AID 1347076; hit rate 3.4% among 400,000; KB-V1 MDR cells viability, CellTiter-Glo, 72 h; Potency, µM (titrated, usually from 46.1 µM), inactives show at the top dose activity change, negative = cytotoxicity, usual class: cytotoxic; note: potency is the fitted concentration of half-maximal effect; % is set by controls: 0 for no effect and ±100 for the full control effect; nearly all actives have a fitted effect of over 60% in size
#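 Cytotoxicity toward P-gp-expressing KB-V1 cells was determined as loss of CellTiter-Glo luminescence after 72 h at 37 degrees C. Compounds were tested in quantitative HTS format across a concentration range, with curves fitted to normalized data.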
# IL1B secr inh: inflammasome signaling inhibition, IL-1 beta readout. THP-1 LPS/ATP IL-1B secretion, AlphaLISA, 16 h; stronger effect = lower value. activity change, % at 57.5 µM. hit rate 4.7% among 360,000; in the data active = activity change below about -50%; inconclusive = mostly about -30% to -49%; note: % is set by controls: 0 for no effect and ±100 for the full control effect
#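 THP-1 cells pretreated 1 hr with compounds (up to 57.5 uM final), then stimulated with LPS (250 ng/mL final) plus ATP (1.25 mM final); secreted IL-1B measured by AlphaLISA after 16 hr, decreased signal indicating inhibition.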
# HT1080-NT tox: kills 2HG-producing HT-1080-NT fibrosarcoma cells. HT-1080-NT fibrosarcoma viability, CellTiter-Glo ATP luminescence, 48 h. Potency, µM (titrated, usually from 46.1 µM), for the others: at the top dose activity, negative = less viability, actives largely listed as cytotoxic. hit rate 1.6% among 360,000;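 note: NT is the 2HG producing partner of a matched IDH1 knockdown line; potency is the fitted concentration of half-maximal effect; 0% = DMSO-treated cells and -100% = media-only wells without cells; nearly all actives have a fitted effect of over 55% in size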
#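 Viability of the 2HG-overproducing fibrosarcoma line after 48 hours of compound exposure at 37 degrees C was determined by luminescence with CellTiter-Glo, and concentration-effect curves were then fitted and categorized.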
# SW480 rerep: inducers of DNA re-replication in SW480 colon cancer cells; SW480 DNA re-replication, Hoechst DNA content imaging, 48 h; Potency, µM (top dose mostly 46.1 µM), inactives show at the highest dose re-replication activation, most hits filed as activators; hit rate 1.8% among 340,000; note: potency is the fitted concentration of half-maximal effect; % of control where 0% means no effect; nearly all actives have a fitted effect of over 55% in size
#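 SW480 cells exposed to compounds for 48 hr at 37 C, 5% CO2, then Hoechst-stained 40 min. Nuclear DNA content imaged by fluorescence scanning (405 nm excitation, 500-530 nm emission); re-replication scored as increased high-intensity nuclei.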
# MCF10A rereplic: DNA re-replication induction in MCF 10a cells. MCF 10A DNA re-replication, Hoechst nuclear intensity, 48 h. Potency, µM (titrated, usually from 46.1 µM), without a hit: at the top dose activity, positive = re-replication, hits mostly activators. hit rate 2.9% among 350,000. AID 624296; note: potency is the fitted concentration of half-maximal effect; % of control where 0% means no effect; nearly all actives have a fitted effect of over 50% in size
# * = called active by the depositor; i = inactive; ? = inconclusive; . = not tested or not shown; [ ] = remark or other dose. Unless noted, calls come from the whole dose curve; as a rule, active = well fitted curve in the direction sought with a large enough effect; inconclusive = small, poorly fitted or top-dose-only effect, or another doubt; inactive = no such curve, though single readings can be large; an effect the other way counts as inactive or inconclusive.
Compound	ATXN2 expr inh	HT1080 IDH1KD tx	KB-3-1 tox	S2 tox	KB-V1 MDR tox	IL1B secr inh	HT1080-NT tox	SW480 rerep	MCF10A rereplic
O=c1cc(N2CCC(Cc3ccccc3)CC2)[nH]c(=O)n1C1CCCCC1	-8%	2%	4%	i	12%	24	10%	-1%[9.22 µM]	?
COCCCNC(=O)CC1C[C@H](C(=O)N2CCCCC2)[C@@]2(CCc3ccccc3)c3[nH]c4ccc(OC)cc4c3CCN2C1=O (some centres undefined)	10%	3%	6%	i	12%	-6	-1%	18µM*	-1%
O=C(O)CC/C(=N/NC(=O)c1cccs1)c1ccccc1	36%	-3%	-3%	i	?	25	-4%	-6%	-2%
COC(=O)CNC(=O)/C=C/c1ccc(OC)cc1	21%	19%	-21%	i	-5%	31	6%	-3%	4%
CCC(NC(=S)NCc1ccc(F)cc1)c1ccc(C(C)C)cc1 (centres undefined)	-37%	?	?	i	?	-10	?	?	8%
CCc1n[nH]c(=S)n1/N=C/c1c[nH]c2ccc(Br)cc12	-6%	?	?	i	?	-24	?	-64%[inhibitor]	-49%[inhibitor]
O=C(Nc1cc(S(=O)(=O)N2CCOCC2)ccc1Cl)c1cc(=O)c2ccccc2o1	.	4%	13%	i	11%	6	7%	22%	17%
COc1ccc(OC)c(Nc2nc(-c3sc(N)nc3C)cs2)c1	11%	-7%	7%	i	0%	?	?	11%	9%
CN(C(=O)COc1ccc(Cl)cc1Cl)C1(C)CCS(=O)(=O)C1 (centres undefined)	-12%	-2%	2%	i	7%	-8	-1%	-25%	3%
CCOC(=O)C1CCN(Cc2cc(=O)oc3cc(C)c(Cl)cc23)CC1	-6%	23%	15%	i	7%	10	18%	18%	4%

# Additional compounds:
Compound	ATXN2 expr inh	HT1080 IDH1KD tx	KB-3-1 tox	S2 tox	KB-V1 MDR tox	IL1B secr inh	HT1080-NT tox	SW480 rerep	MCF10A rereplic
CCN(CC)CCN(C(=O)CCS(=O)(=O)c1ccccc1)c1nc2c(C)cc(C)cc2s1	-37%	0%	.	.	.	-90*	-1%	?	?
CC1=Nc2cccc3cccc(c23)N1C	-21%	2%	6%	i	3%	?	-3%	-1%	0%
COc1ccc(C(=O)CC(=O)C(=O)NCCc2cccc(C)c2)cc1	-20%	-15%	7%	i	?	-7	-4%	?	18µM*
COc1ccc(C(=O)n2nc(-c3cccnc3)nc2NCc2ccccc2)cc1OC	0%	.	3%	i	8%	.	.	.	.
O=C(Nc1cccc([N+](=O)[O-])c1)c1ccc2c(c1)OCCO2	22%	1%	?	i	21µM*	?	5%	-115%[inhibitor]	7%
COc1ccccc1CNC(=O)c1ccc(N2CCCC2)c(NC(=O)NCCC(C)C)c1	3%	.	3%	i	-4%	.	.	.	.
COc1ccc(CCNC(=O)c2c(O)c3cccc4c3n(c2=O)CC4)cc1	6%	17%	0%	i	7%	11	18%	-1%	?
COc1ccc2c(c1)c(N1CCCC1=O)c(C(=O)Nc1ccccc1C(F)(F)F)n2C	-14%	.	3%	i	?	.	.	.	.
O=C(CCNC(=O)c1ccc([N+](=O)[O-])cc1)NCc1cccs1	0%	2%	13%	i	-19%	12	6%	0%	0%
Cc1nc(C)c(C(=O)N(c2ccc(C)c(C)c2)C(C(=O)NCc2ccco2)c2ccccc2)s1 (centres undefined)	0%	-5%	-3%	i	-11%	5	-3%	14%	-7%

# Marked active in IL1B secr inh, among the entries above:
Compound | IL1B secr inh | SW480 rerep
CCN(CC)CCN(C(=O)CCS(=O)(=O)c1ccccc1)c1nc2c(C)cc(C)cc2s1 | -90* | ?

# Additional compounds.
SMILES,ATXN2 expr inh,HT1080 IDH1KD tx,KB-3-1 tox,S2 tox,KB-V1 MDR tox,IL1B secr inh,HT1080-NT tox,SW480 rerep,MCF10A rereplic
O=C(O)C1CCN(C(=O)c2scc3c2OCCO3)CC1,6%,-1%,7%,i,4%,0,1%,0%,-4%
Cc1cccc(-n2nnnc2SCC(=O)NCC2(N3CCOCC3)CCCCC2)c1C,-9%,-3%,-9%,i,?,-14,2%,-8%,?
Cc1ccc(NS(=O)(=O)c2cc(C(=O)OCC(=O)NCC3CCCO3)ccc2C)cc1 (centres undefined),-5%,6%,13%,i,1%,29,-3%,0%,5%
COn1cnnc1-c1ccccc1,-3%,4%,0%,i,-9%,3,9%,-1%,-6%
COc1ccccc1NC(=O)CSc1nnc(CNC(=O)c2ccco2)n1C,0%,20%,12%,i,0%,22,21%,-10%,-2%
CC(Sc1nnc(C(C)Oc2ccc(F)cc2)o1)C(=O)NCc1ccc2c(c1)OCO2 (centres undefined),.,-5%,-2%,i,8%,-4,-8%,.,.
COc1ccc(NC(=O)c2cnn(-c3ccccc3)c2C)cc1,.,-23%,-17%,?,?,-8,-29%,0%,-11%
O=C(Nc1ccccc1N1CCCCC1)c1cccc([N+](=O)[O-])c1,.,-1%,-11%,i,?,0,-1%,3%,-3%
C/C(=N\NC(=O)c1cccnc1)c1ccc(C)c([N+](=O)[O-])c1,-27%,-7%,?,?,-7%,-8,-8%,-20%,-3%
O=C(CNC(=O)C(c1ccccc1)c1ccccc1)OCC(=O)c1cccs1,-6%,-6%,-4%,i,-8%,2,-3%,-2%,4%
CCOc1ccccc1NC(=O)CCN1CCN(S(=O)(=O)c2ccc(OC)cc2)CC1,-6%,-5%,-20%,i,-6%,3,3%,?,9%
COC(=O)c1ccc(CS(=O)(=O)c2ccc(C)cc2)o1,-23%,-3%,5%,i,27%,-6,0%,-4%,-4%

# Further results
SMILES,ATXN2 expr inh,HT1080 IDH1KD tx,KB-3-1 tox,S2 tox,KB-V1 MDR tox,IL1B secr inh,HT1080-NT tox,SW480 rerep,MCF10A rereplic
COc1ccc(/C(N)=C/C(=O)C(C)(C)C)cc1,43%[activator],-14%,-1%,i,5%,-11,0%,0%,-11%
CCCCNc1nc(NC)nc(Cl)c1SC,.,11%,7%,i,0%,40,5%,-19%,13%
Cc1ccc2occ(CC(=O)Nc3c(C(=O)Nc4ccc(Cl)cc4)oc4ccccc34)c2c1,58%[activator],.,3%,i,14%,.,.,.,.
Cc1cc(Nc2cccc([N+](=O)[O-])c2)c2ccccc2n1,-12%,?,3%,i,?,0,-24%,-27%,?
COc1ccc(OCc2cc(/C=N\NC(=O)c3ccccc3)ccc2OC)cc1,3%,9.2µM*,6.5µM*,i,?,42,6.5µM*,15µM*,8.2µM*
CCCCNC(=O)C(CC)Sc1nc2sc(C(=O)OC)c(C)c2c(=O)n1N (centres undefined),?,?,-17%,?,4.6µM*,4,-2%,?,5%
O=C(O)C1=C[C@H](c2ccc(C(F)(F)F)cc2)C[C@H](OCc2ccc(CO)cc2)O1,6%,8%,19%,i,-9%,6,20%,4%,-2%
CCN(CC)c1ccc(-c2nc(-c3ccco3)no2)cc1[N+](=O)[O-],30%[activator],.,12%,i,14%,.,.,.,.
CCOc1ccc(N2C(=O)CC(N(CCc3ccc(OC)cc3)C(=O)c3cccc(F)c3)C2=O)cc1 (centres undefined),-6%,14%,6%,i,-8%,8,16%,-1%,1%
Cc1ccc(N2CC(C(=O)Nc3cccc(F)c3)CC2=O)cc1 (centres undefined),-6%,1%,-7%,i,?,7,-7%,-8%,?
Cc1cc(C)c(C)c(S(=O)(=O)N2CCN(c3ccc(O)cc3)CC2)c1C,-37%,?,-11%,i,?,-12,?,17%,?
C=CCn1c(SCC(=O)NC2CCCCC2)nc2ccccc2c1=O,-10%,-1%,1%,.,?,15,13%,-1%,-2%

# Carrying on.
SMILES,ATXN2 expr inh,HT1080 IDH1KD tx,KB-3-1 tox,S2 tox,KB-V1 MDR tox,IL1B secr inh,HT1080-NT tox,SW480 rerep,MCF10A rereplic
CCCC1SCC(C)(C)NC1=O (centres undefined),-3%,7%,-7%,i,-11%,16,13%,-3%,-2%
CC(C)(CO)CNC1CCCN(C2Cc3ccccc3C2)C1 (centres undefined),3%,-10%,-1%,i,0%,6,-3%,-2%,3%
NC(=O)SC/C(=N\S(=O)(=O)c1ccccc1)Nc1ccccc1,5%,2%[9.24 µM],-7%,i,8%,31,-23%,0%,-1%
C=CCn1c(SC(F)F)nc2scc(-c3ccco3)c2c1=O,53%[activator],?,-4%,i,-7%,?,-7%,20%,2.9µM*
CCOC(=O)CCc1c(C)c(C#N)c2nc3ccccc3n2c1-n1ccnc1,0%,7%,12%,i,4%,-8,14%,-8%,0%
O=C(COc1cccnc1[N+](=O)[O-])NCc1ccccc1,4%,-1%,10%,i,26%,0,1%,-18%,0%
CC1=C(C(=O)Nc2ccc(Cl)cc2)C(c2ccncc2)C(C#N)=C(SCC(N)=O)N1 (centres undefined),5%,-1%,-28%,i,-11%,12,-8%,-10%,-7%
CCOc1ccc(CNC(=O)C2CCN(S(=O)(=O)CC)CC2)cc1OC,3%,-5%,-2%,i,10%,7,6%,27%,-14%

# Part of the list above, limited to HT1080 IDH1KD tx and S2 tox:
SMILES | HT1080 IDH1KD tx | S2 tox
CCOC(=O)CCc1c(C)c(C#N)c2nc3ccccc3n2c1-n1ccnc1 | 7% | i
O=C(COc1cccnc1[N+](=O)[O-])NCc1ccccc1 | -1% | i

# No enrichment for hits; 11% or so of the library scored in one or more.
